# Peg3 promoter: reduces Peg3 promoter-driven luciferase expression in HeLa | HeLa PEG-Prom luciferase reporter, luminescence, overnight | inhibition, % at 20 µM | hit rate 1.7% among 360,000;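 active means inhibition of at least 50% at 20 µM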
# Vif imaging: HIV Vif inhibition | HEK293T cells, Vif self-association by quenched fluorescence, imaging, 24 h | inhibition, % at 7.49 µM | hit rate 0.35% among 340,000; in the data active means inhibition above about 50%, passing the limit was not always enough; further: some results filed as inactive read as strong as hits
# MITF TRPM1 inh: inhibitors of MITF-driven TRPM1 promoter in melanoma cells; SK-MEL-5 TRPM1 promoter luciferase, 24 h; inhibition, % at 12.5 µM; hit rate 0.83% among 330,000;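 active means mean inhibition across replicates of 60% or more, whatever share of single replicates reaches that level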; further: values of inactives mirror those of a sister screen read the other way
# NR2E3 ag-1: activates human photoreceptor nuclear receptor NR2E3; GST-NR2E3/biotin-RetCOR TR-FRET, 1536-well; inhibition of corepressor binding, % at 4.78 µM; hit rate 0.12% among 320,000; AID 2300;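 active means percent inhibition above the cutoff of mean plus 3 SD of all tested compounds, set per screening campaign, cut at about 20% in these data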;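 further: 0% = DMSO wells and 100% = biotin wells as full block of FRET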
# Target sequence (Q9Y5X4 whole entry, looked up): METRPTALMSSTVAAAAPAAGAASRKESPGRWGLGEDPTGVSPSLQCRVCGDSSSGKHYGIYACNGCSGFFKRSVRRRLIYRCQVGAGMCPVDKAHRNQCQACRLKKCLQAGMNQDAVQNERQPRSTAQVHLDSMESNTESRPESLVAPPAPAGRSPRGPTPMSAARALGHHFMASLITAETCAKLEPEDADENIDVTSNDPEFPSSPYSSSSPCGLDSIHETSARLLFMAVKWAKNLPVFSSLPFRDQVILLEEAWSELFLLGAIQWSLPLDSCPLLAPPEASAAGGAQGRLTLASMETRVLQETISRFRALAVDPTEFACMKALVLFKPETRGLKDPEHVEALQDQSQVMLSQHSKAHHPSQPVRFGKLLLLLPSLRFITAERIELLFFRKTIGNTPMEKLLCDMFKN
#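 Material: NR2E3–RetCOR corepressor complex | Quantity: 1.35 nM GST-tagged NR2E3 final | Schedule: 5 h at 4 °C | Replication: Singlicate compound wells | Reagent: RetCOR corepressor, biotinylated, 7 nM | Controls: Biotin wells as high control, 0.6% DMSO wells as low control | Signal: TR-FRET, Eu(K)-anti-GST donor, streptavidin-D2 acceptor, ex 340, em 617/671 nm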
# PDI turbidity: blocks human protein disulfide isomerase activity | hit rate 0.052% among 350,000 | PDI insulin aggregation turbidity, A650, 90 min | AID 588391 | P07237 | inhibition, % at 10 µM;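 active means mean inhibition across replicates of 30% or more, whatever share of single replicates reach that level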;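 further: absorbance from insulin aggregation driven by PDI reduction with DTT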
# Target sequence (P07237 whole entry, looked up): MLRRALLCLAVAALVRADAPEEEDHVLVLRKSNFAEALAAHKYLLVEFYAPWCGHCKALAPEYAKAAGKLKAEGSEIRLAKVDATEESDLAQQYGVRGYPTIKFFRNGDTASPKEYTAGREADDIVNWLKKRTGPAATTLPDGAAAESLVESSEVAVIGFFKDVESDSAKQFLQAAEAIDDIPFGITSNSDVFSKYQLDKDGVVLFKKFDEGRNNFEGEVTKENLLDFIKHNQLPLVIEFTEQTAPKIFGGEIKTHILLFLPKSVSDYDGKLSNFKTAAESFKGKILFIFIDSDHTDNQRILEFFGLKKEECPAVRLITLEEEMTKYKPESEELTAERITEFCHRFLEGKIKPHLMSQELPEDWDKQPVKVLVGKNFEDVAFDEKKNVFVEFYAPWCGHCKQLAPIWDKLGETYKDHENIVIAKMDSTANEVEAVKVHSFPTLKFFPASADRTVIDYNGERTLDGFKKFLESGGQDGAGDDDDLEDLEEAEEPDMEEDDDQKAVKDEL
# Granule exo inh: blocks lytic granule exocytosis | TALL-104 LAMP-1 surface exposure, flow cytometry; cells stimulated with thapsigargin and PMA | inhibition, % at 10 µM | hit rate 0.66% among 360,000 | AID 651702;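 active means inhibition above about 55%, limit read from the data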
# CaV13 FRET inh: Primary screen for inhibitors of IQ motif and Ca2+-dependent inactivation inhibitor domain binding in CACNA1D, Förster resonance energy transfer in living cells, …; inhibition, % at 12.3 µM; hit rate 0.098% among 340,000; HEK cells, CFP/YFP FRET ICDI-IQ, plate reader, 10 min; percent FRET-ratio fall versus neutral wells;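 active means mean replicate inhibition of at least 30% and at least 1% of replicates passing that level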;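 further: 0% = median of the neutral control wells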
# HIF-2a inh: blocks HIF-2a reporter activity; 786-0 RCC cells HIF-2a reporter, luciferase luminescence, overnight; inhibition, % at 18.8 µM; hit rate 0.72% among 360,000;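 active means inhibition of the luminescence signal of 40% or more relative to plate controls, in a single-dose primary screen at 18.75 µM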
# aDG glyco act: alpha-DG glycosylation activation; activation, % at 10 µM; Pro5-aDG cells, alpha-DG glycosylation AlphaScreen (IIH6); 0% Pro5, 100% B10-LARGE cell signal; AID 624168; hit rate 0.22% among 360,000;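 active means activation of at least 8% versus controls, or a plate z-score of at least 8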;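 further: Pro5 are CHO cells carrying HIG-tagged alpha-DG that lacks glycosylation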
# NR2E3 ag-2: activates human NR2E3 receptor. Q9Y5X4. CHO-S Gal4-NCOR/VP16-NR2E3 two-hybrid, luciferase. inhibition of corepressor binding, % at 3.98 µM. hit rate 0.35% among 360,000. AID 602229;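 active means inhibition above the mean of all tested compounds plus 3 SD, cut at about 70% in these data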;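 further: 0% = DMSO with NR2E3 transfected cells and 100% = cells lacking NR2E3 construct; higher means lower luciferase signal from less NR2E3 corepressor binding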
# hiPSC survival: hiPSC single-cell survival enhancement; ATPlite luminescence; 100% = ROCK inhibitor wells, 0% = DMSO; survival enhancement, % at 20 µM; hit rate 0.044% among 360,000; AID 602274; in the data active means survival enhancement above about 18%;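 further: cells exposed to compounds for 16 hours before the ATP read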
# * = called active by the depositor; x = no result given.
# Each structure is followed by: Peg3 promoter, Vif imaging, MITF TRPM1 inh, NR2E3 ag-1, PDI turbidity, Granule exo inh, CaV13 FRET inh, HIF-2a inh, aDG glyco act, NR2E3 ag-2, hiPSC survival
O=C(c1ccc(Cl)c(S(=O)(=O)N2CCCCCC2)c1)N1CCCC1
    -2, 0, -6, 4, -3, 0, -6, 11, 0.1, -11, -0.8
O=c1c2cccnc2[nH]c(=S)n1CCC1=CCCCC1
    2, x, 5, 3, -4, -2, -4, 0, 0.1, 5, -1.2
O=C(Nc1cccc([N+](=O)[O-])c1)c1ccc([N+](=O)[O-])o1
    42, 5, x, x, -3, 5, -6, 21, 1.0, -18, -5.0
CC(=O)Nc1sc2c(c1C(c1ccccn1)N1CCN(C)CC1)CCCC2 (configuration not stated)
    -4, 2, -5, 0, 3, -9, -5, 16, 0.1, -25, 0.0
Cc1nc(-c2ccc(C(=O)Nc3cc(S(N)(=O)=O)ccc3C)cc2)cs1
    -27, -3, -3, 1, 4, -3, -1, -62, 0.3, -2, 1.4
C#CCOCCOCCOCCNc1nc(N2CCN(C(=O)Cn3cc(CCCN=C(N)N)nn3)CC2)nc(N2CCN(C(=O)[C@H]([C@@H](C)CC)n3cc(CCC(=O)O)nn3)CC2)n1
    -10, -2, x, 5, -7, -3, -5, 9, 0.1, -1, -0.8
COc1cc(Nc2nc3ccccc3nc2NS(=O)(=O)c2ccc([N+](=O)[O-])cc2)cc(OC)c1OC
    24, 0, 13, 1, -7, 5, -7, -11, -0.1, -8, -0.3
Cc1ccc(S(=O)(=O)N2CCC[C@H]2C(=O)Nc2ccccc2C)cc1
    9, 0, 7, x, -11, -3, -18, 4, -0.1, -18, -1.5
C=CCN1C(=O)c2ccc(C(=O)NCCc3ccc(OC)c(OC)c3)cc2C1=O
    1, 1, 12, 4, 0, -2, -6, 19, -0.5, -14, -0.5
CC1(C)CC(=O)C=C(c2cccc(O)c2)C1=O
    6, -4, 7, 0, -3, 2, -5, -1, -0.1, -13, -0.1

# One compound at a time (already shown). Order of values: Peg3 promoter, Vif imaging, MITF TRPM1 inh, NR2E3 ag-1, PDI turbidity, Granule exo inh, CaV13 FRET inh, HIF-2a inh, aDG glyco act, NR2E3 ag-2, hiPSC survival
# `CC(=O)Nc1sc2c(c1C(c1ccccn1)N1CCN(C)CC1)CCCC2` (configuration not stated) in the list: -4, 2, -5, 0, 3, -9, -5, 16, 0.1, -25, 0.0
# `Cc1nc(-c2ccc(C(=O)Nc3cc(S(N)(=O)=O)ccc3C)cc2)cs1` in the list: -27, -3, -3, 1, 4, -3, -1, -62, 0.3, -2, 1.4
# `COc1cc(Nc2nc3ccccc3nc2NS(=O)(=O)c2ccc([N+](=O)[O-])cc2)cc(OC)c1OC` in the list: 24, 0, 13, 1, -7, 5, -7, -11, -0.1, -8, -0.3
# `C=CCN1C(=O)c2ccc(C(=O)NCCc3ccc(OC)c(OC)c3)cc2C1=O` in the list: 1, 1, 12, 4, 0, -2, -6, 19, -0.5, -14, -0.5
# `Cc1ccc(S(=O)(=O)N2CCC[C@H]2C(=O)Nc2ccccc2C)cc1` in the list: 9, 0, 7, x, -11, -3, -18, 4, -0.1, -18, -1.5

# Other structures follow.
# Each structure is followed by: Peg3 promoter, Vif imaging, MITF TRPM1 inh, NR2E3 ag-1, PDI turbidity, Granule exo inh, CaV13 FRET inh, HIF-2a inh, aDG glyco act, NR2E3 ag-2, hiPSC survival
CC1=C(C(N)=O)C(c2ccccn2)n2nc(-c3ccccc3Cl)nc2N1 (configuration not stated)
    1, -4, x, x, x, -2, 11, -22, 0.0, -21, 0.5
Cc1ccc(NC(=O)CCc2nnc3ccc(N4CCC5(CC4)OCCO5)nn23)nc1
    -10, -5, 8, 5, -3, -2, -4, 12, 0.1, 7, -0.5
Cc1cccc(C(C)C)c1-n1nnnc1-c1ccccc1
    43, -16, -17, 4, -3, 0, -7, 7, -0.2, 3, -1.0
Cc1csc(NC(=O)c2oc3ccccc3c2C)n1
    -264, -6, -41, 0, -5, -6, -12, -124, -0.2, -92, 0.3
CCCN(CCC)C(=O)C1CCN(c2ccc(S(=O)(=O)N3CCOCC3)cc2[N+](=O)[O-])CC1
    19, x, 5, -1, -5, 1, -3, 11, 0.0, -9, -0.3
Cc1noc2ncnc(Oc3ccccc3)c12
    6, 1, 4, -2, -2, 5, x, 3, 0.1, -34, -1.1
C=CCn1c(-c2cc(OC)c(OC)c(OC)c2)n[nH]c1=S
    4, 5, -10, 1, 3, 0, -6, 0, 0.0, -9, 1.0
O=C(CCSCc1ccccc1)Nc1ccc2c(c1)OCCO2
    -148, -3, -44, 0, -1, 16, -7, -151, -0.1, -31, 1.9
N#CCCN1CCN(S(=O)(=O)c2ccc(S(=O)(=O)NC3CCCCC3)cc2)CC1
    -2, 23, -1, 0, x, 6, -4, 4, 0.1, -17, -0.3
Cn1c(=O)c2c(ncn2CC(=O)OCC(=O)Nc2ccc(Cl)cc2Cl)n(C)c1=O
    -4, -8, 7, 5, -4, 23, 1, -2, -0.1, -31, 0.2

# Carrying on.
Structure	Peg3 promoter	Vif imaging	MITF TRPM1 inh	NR2E3 ag-1	PDI turbidity	Granule exo inh	CaV13 FRET inh	HIF-2a inh	aDG glyco act	NR2E3 ag-2	hiPSC survival
Cc1ccc(NNC(=O)C(O)(c2cccc(C(F)(F)F)c2)c2cccc(C(F)(F)F)c2)cc1	67*	8	6	1	-11	0	-2	6	0.5	4	-0.1
CC(C)OCCCn1c(-c2ccco2)nc2nc3ccccc3nc21	-34	-1	-8	5	-2	3	-6	-20	0.4	7	7.7
CCCCN1CC(=O)N2[C@H]3c4cc(C)ccc4OC[C@@H]3[C@H](C(=O)OCC)[C@]2(C)C1=O	0	5	0	4	-3	-3	-5	6	-0.2	11	3.5
Cn1nc(C(=O)NCc2ccccc2)cc1C(=O)NCc1ccccc1	21	-2	5	1	2	7	-3	6	0.2	-9	-0.1
COc1ccc(Cl)cc1NC(=O)C(C)N1CCN(C/C=C/c2ccccc2)CC1 (configuration not stated)	18	1	11	3	0	2	0	17	-0.1	-12	-1.2
CC(=O)c1c(N2CCN(c3cccc(Cl)c3)CC2)nc(=S)n(-c2ccccc2)c1C	13	2	12	-1	6	3	x	17	-0.2	10	1.1
COc1ccc(N2C(=O)CC(Nc3cccc(C(C)=O)c3)C2=O)cc1OC (configuration not stated)	-20	x	-1	2	-26	-3	x	-23	-0.1	11	-2.8
O=C1c2cccc3c2C2(O)c4c1cccc4C(=O)c1cccc(c12)C3=O	40	-3	x	x	-1	3	-5	-6	2.7	-5	-0.4

# (list continues)
Structure	Peg3 promoter	Vif imaging	MITF TRPM1 inh	NR2E3 ag-1	PDI turbidity	Granule exo inh	CaV13 FRET inh	HIF-2a inh	aDG glyco act	NR2E3 ag-2	hiPSC survival
Cc1ccc2[nH]c(O)c(N=Nc3ccccc3C)c2c1	-64	10	3	4	-5	0	-4	-12	0.0	-13	0.8
COc1cccc(OCc2cc(C(=O)N3CCC(C(O)C(C)C)CC3)no2)c1 (configuration not stated)	-14	-12	-5	0	-5	-3	-7	-26	-0.2	-4	-0.5
NC(=O)C1=C[C@@H](C2CCCCC2)C[C@@H](OCCCCO)O1	0	-1	2	1	1	-2	-3	5	0.0	11	-1.9
COc1ccc(C(=O)NC2CC(C)(C)Cc3c2cnn3-c2ccccc2C)c(OC)c1OC (configuration not stated)	-4	-5	2	0	13	0	-10	-20	0.5	-26	-0.4
CCOC(=O)c1[nH]c2ccc(Br)cc2c1NC(=O)CNC	6	-1	17	-4	8	-3	-5	1	0.0	-20	2.1
O=c1ccc(-c2ccc(S(=O)(=O)NCc3cccc(Br)c3)s2)n[nH]1	11	10	2	3	-6	6	-15	23	-0.2	-4	0.8
COc1ccc(CNc2nn3c(-c4cccc(C(=O)N(C)C)c4)cnc3s2)cc1	56*	-6	x	x	10	-3	-6	23	0.2	-7	0.3
O=C(NC(c1ccc(-c2ccccc2)cc1)c1cnccn1)C1CCN(Cc2cccs2)CC1 (configuration not stated)	4	x	x	x	6	4	-5	-15	0.8	18	-4.0

# (cont.)
Structure	Peg3 promoter	Vif imaging	MITF TRPM1 inh	NR2E3 ag-1	PDI turbidity	Granule exo inh	CaV13 FRET inh	HIF-2a inh	aDG glyco act	NR2E3 ag-2	hiPSC survival
Cc1nc2c(OCc3cc(Cl)cc(Cl)c3)cccn2c1N(C)C(=O)CCC1CCCC1	32	-11	x	x	9	-17	-8	0	3.7	19	-2.6
O=C(Cc1ccc(NC(=O)C2CCCN(C(=O)C3CC3)C2)cc1)Nc1cccc(C(=O)N2CCCC2)c1 (configuration not stated)	-12	-9	3	x	-16	-14	-9	-1	-0.2	-9	3.5
CN(C)c1oc(-c2ccc(Cl)cc2)nc1S(=O)(=O)c1ccccc1	-1	3	-9	7	1	3	-5	17	-0.2	0	0.2
C=C(C)c1ccc(C(C)(C)NC(=O)N(Cc2ccccc2)Cc2ccco2)cc1	19	8	-7	0	-10	2	-5	13	0.5	-5	-1.1
C=CCn1c(SCCN2C(=O)c3ccccc3C2=O)nc2scc(-c3ccc(F)cc3)c2c1=O	32	0	1	x	8	-2	-6	14	-0.2	-27	-0.6
O=C(NCc1ccncc1)C(=O)NCC(c1ccco1)N1CCN(c2ccccc2)CC1 (configuration not stated)	17	-5	6	0	5	-4	-2	15	0.2	-21	-0.6
CC(=O)Nc1ccc(NC(C)=C(C#N)C#N)cc1	0	5	10	-2	-5	-3	-4	4	0.2	-6	-0.3
Nn1cnnc1N/N=C/c1cc([N+](=O)[O-])c(Cl)cc1Cl	-10	x	2	-1	11	-4	-5	8	1.4	2	-0.8

# The listing continues.
Structure	Peg3 promoter	Vif imaging	MITF TRPM1 inh	NR2E3 ag-1	PDI turbidity	Granule exo inh	CaV13 FRET inh	HIF-2a inh	aDG glyco act	NR2E3 ag-2	hiPSC survival
CN1C(=O)C(CCC(N)=O)NC1=S (configuration not stated)	27	-18	4	2	5	-3	-20	20	-0.1	29	0.4
O=C(c1cccc(S(=O)(=O)N2CCOCC2)c1)N1CCN(c2ncccn2)CC1	3	x	x	x	-6	-1	-10	19	1.2	-6	0.2
COCCn1c(C)cc(C(=O)CSc2nnc(-c3cccnc3)n2-c2ccccc2F)c1C	-4	7	2	1	-6	-3	-4	-7	-0.1	-11	1.5
COc1ccc(-c2sc(Nc3ccccc3)n[n+]2-c2ccc(F)cc2)c(OC)c1OC	-23	11	-3	-1	-43	-3	-4	-3	0.0	3	-1.0
Cc1csc(Nc2ccccc2)n1	-99	1	-14	0	-2	1	-2	-114	-0.6	-12	0.1
Cc1ccsc1C(=O)OCC(=O)NCc1ccccc1	-147	-3	-43	x	3	-2	-6	-105	-0.1	5	-1.7
COc1cccc(OC)c1C(=O)NC(=S)N1CCOCC1	11	11	4	2	0	-1	-5	-2	0.3	-3	-1.6

# Compound activity as filed in PubChem.
